# From PubChem BioAssay
# aSyn yeast rescue: inhibitors of alpha-synuclein toxicity in yeast | S. cerevisiae alpha-synuclein toxicity rescue, BacTiter-Glo growth, 24 h | Potency, µM (titrated, usually from 46.1 µM), inactives show at the top dose growth rescue (activation), usual class: activators | 94,000 tested, 0.02% active | AID 1347070; active = well fitted activation curve with a large enough effect; inconclusive = small, poorly fitted or top-dose-only effect; note: 0% is about no effect
#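 Growth restoration measured by BacTiter-Glo luminescence after 24 hr at 30 deg C; alpha-synuclein yeast, raffinose-pregrown to mid-log, were added at OD600=0.02 in galactose medium onto pinned compounds.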
# Active calls of the source: *; ? = inconclusive. Potency is the fitted concentration of half-maximal effect. An excerpt. The share of hits here may be higher or lower than overall.
mol,aSyn yeast rescue
CCCN(CCC)CCCNC(=O)C1CCC(CNS(=O)(=O)c2cccc3nsnc23)CC1 (stereo unspecified),0%
COc1ccccc1N1CCN(C(=O)c2ccc(Nc3nc4ccccc4n4nnnc34)cc2)CC1,7%
CCOc1ccc(OCC)c(NC(=O)CN(C)S(=O)(=O)c2ccc3c(c2)CCCC(=O)N3)c1,8%
COc1ccccc1CN(C)C[C@H]1OCc2cnnn2CCCC(=O)N([C@H](C)CO)C[C@@H]1C,-5%
O=C(c1ccccc1F)N1CCN(S(=O)(=O)c2ccc3c(c2)OCCO3)CC1,-6%
CC(C)OC(=O)c1ccc(COC(=O)c2cnccn2)cc1,0%
Cc1cccc(Cn2c(=O)n(CCCCC(=O)NCc3ccc4c(c3)OCO4)c(=O)c3ccccc32)c1,0%
CCOc1ccccc1CN1C(=O)NC2(CCCCCC2)C1=O,7%
COc1ccc(Cl)cc1N(C)C(=O)c1cc2c(=O)oc3ccc(C)cc3c2s1,7%
COc1ccc(-n2nc(C(=O)N3CCCC(C)C3)c3c4ccccc4n(C)c3c2=O)cc1 (stereo unspecified),1%
CCCOc1ccc(-c2nc3ccc(Br)cc3c(=O)o2)cc1,-10%
COc1ccc(CNC(=O)c2oc3c(c2C)-c2nn(Cc4ccccc4Cl)cc2CC3)cc1,-2%
COc1ccc(C(C(=O)Nc2ccc(C(C)C)cc2)N(C)C(=O)c2ccc(=O)[nH]c2)cc1 (stereo unspecified),-3%
CCC(=O)N1CCc2cc(S(=O)(=O)NC(Cc3ccccc3)C(=O)Nc3ccccc3C)ccc21 (stereo unspecified),-1%
CCc1ccccc1NC(=O)c1cc(S(=O)(=O)N2CCc3ccccc32)cn1C,6%
Cc1cc(Cl)ccc1NC(=O)CN1CCN(C(=O)c2ccco2)CC1,-3%
CC(=O)OCCc1c2ccccc2c(CCCN(C)C)c2ccccc12,13%
COC(=O)c1cc2oc3ccccc3c2n1CC(=O)Nc1ccc(OC)c(OC)c1,-6%
Cc1ccccc1CN1CCCN(CC(=O)Nc2ccc(F)cc2)S1(=O)=O,4%
Cc1c(NC(=O)c2nn3c(C(F)(F)F)cc(-c4ccccc4)nc3c2Cl)c(=O)n(-c2ccccc2)n1C,-7%
CC(C)C1C(=O)N(Cc2cn(CC3CCCCC3)nn2)CCS(=O)(=O)N1Cc1ccc(-c2ccc(F)nc2)cc1 (stereo unspecified),14%
COc1ccc(N=C(c2ccccc2)c2c(C)[nH]n(-c3ccccc3)c2=O)c(OC)c1,3%
O=C(COc1ccccc1F)OCc1cc(=O)n2nc(C3CCCCC3)sc2n1,1%
COc1cc(NC(=O)Cn2c(=O)n(-c3ccccc3)c(=O)c3c4c(sc32)CCCC4)cc(OC)c1,6%
COc1ccc(NS(=O)(=O)c2cccs2)cn1,-9%
CCOc1ccccc1NC(=O)Cc1coc2c(C)c(C)ccc12,2%
COc1ccccc1N1CCN(C(=O)c2ccc3c(Cl)c4c(nc3c2)CCCC4)CC1,1%
CCOC(=O)CSc1nc2cc3c(cc2c(=O)n1CCCCCC(=O)NCc1ccc2c(c1)OCO2)OCO3,-6%
C[C@@H]1CN([C@H](C)CO)C(=O)CCCn2nncc2CO[C@@H]1CN(C)S(=O)(=O)c1cccc(C#N)c1,-3%
CCOCCc1nn2c(=O)cc(COC(=O)c3cccc(C)c3)nc2s1,1%

# Three compounds from above, ordered by formula weight, highest first:
mol,aSyn yeast rescue
CC(C)C1C(=O)N(Cc2cn(CC3CCCCC3)nn2)CCS(=O)(=O)N1Cc1ccc(-c2ccc(F)nc2)cc1 (stereo unspecified),14%
COc1cc(NC(=O)Cn2c(=O)n(-c3ccccc3)c(=O)c3c4c(sc32)CCCC4)cc(OC)c1,6%
Cc1ccccc1CN1CCCN(CC(=O)Nc2ccc(F)cc2)S1(=O)=O,4%

# New compounds follow
mol,aSyn yeast rescue
Cc1cccc(OC(C)C(=O)N2CCCc3ccccc32)c1 (stereo unspecified),11%
Cc1cc(NC(=O)CCC(=O)N(CC(=O)NCC2CCCO2)c2cccc(C)c2C)no1 (stereo unspecified),11%
CCOc1ccccc1NC(=O)COc1ccc2c(c1)OCO2,-9%
COc1ccc(-c2cn3c(n2)sc2cc(C(=O)NC(C)C45CC6CC(CC(C6)C4)C5)ccc23)cc1 (stereo unspecified),0%
Cc1nc2nc(SCc3nc4ccccc4[nH]3)[nH]c2cc1Br,-1%
Cc1ccccc1-c1noc(-c2ccc(N3CCN(C)CC3)c([N+](=O)[O-])c2)n1,-2%
CCN(Cc1cc(=O)n2cc(Cl)c(C)c(Cl)c2n1)Cc1nc2ccccc2c(=O)[nH]1,4%
Cc1ccccc1NC(=O)CSc1nc2ccc(NC(=O)c3cccs3)cc2s1,6%
Cc1cccc(NC(=O)Cn2cc(C(=O)C3CCCCC3)c3ccccc32)c1C,3%
O=C(Cn1ncc2c3ccccc3n(Cc3ccc(F)cc3)c2c1=O)NCCCN1CCCCC1,-4%
Cc1ccc2nc(NC(=O)CSc3[nH]c(=O)ncc3C)sc2c1,-1%
COc1cccc(NS(=O)(=O)c2ccc3[nH]cc(C(=O)N(C)C4CCCCC4)c(=O)c3c2)c1,5%
O=C(CC(=O)NN=C1CCCCCC1)NCc1cccnc1,9%
Nc1nc(-c2ccccc2)c(CC(=O)O)s1,0%
O=C(Nc1ccccc1Br)c1ccc2nccnc2c1,-3%
COc1ccc(OCc2nc3ccccc3n2C(C)C)cc1,0%
CC1CCN(C(=O)c2ccc(S(=O)(=O)N3CCOCC3)cc2)CC1,-14%
CC(=O)Nc1cccc(Nc2nc(-c3cccs3)nc3ccccc23)c1,-5%
O=c1ccnc(Nc2ccc(Cl)cc2)[nH]1,3%
CC(C)c1ccc(NC(=O)C2(C)Cc3ccccc3C(=O)O2)cc1 (stereo unspecified),3%
CN(C)c1ccc(S(=O)(=O)N(C)C)cc1NC(=O)Cc1cccc2ccccc12,8%
Cc1c(C(=O)Nc2ccc(F)cc2)nnn1-c1cccc(C(F)(F)F)c1,7%
COc1cc2c(-c3ccc(C)cc3)nc3c(c(C)nn3-c3ccccc3)c2cc1OC,7%
Cc1ccc(-n2ncc(C(=O)NCc3ccccc3)c2C2CCN(C(=O)OC(C)(C)C)CC2)cc1,5%
Cc1ccc(C2CC(=O)C(C=NCCN3CCN(C(=S)Nc4ccc(F)cc4)CC3)=C(O)C2)cc1 (stereo unspecified),9%
COc1ccc(CNS(=O)(=O)c2csc(C(N)=O)c2)cc1OC,5%
Cc1ccc(S(=O)(=O)N(C)C)cc1NC(=O)COC(=O)CCNS(=O)(=O)c1ccccc1,0%
Cc1ccc(C)c(NC(=O)C2CCCN2S(=O)(=O)c2ccc3c(c2)CCCC(=O)N3)c1 (stereo unspecified),-4%
CC(C)Cc1nnc(NC(=O)C2CCCC2)s1,5%
Cc1ccc(-c2c[n+](CC(=O)c3cccs3)c3n2CCC3)cc1,-2%
COc1cccc(CN2C(=O)c3ccccc3Sc3ccc(C(=O)NCc4ccccc4)cc32)c1,8%
O=C(Nc1ccc(Cl)c(Cl)c1)N(CCCN1CCOCC1)Cc1cccnc1,2%
CCOc1ccccc1C(=O)NCCCCNC(=O)c1ccccc1OCC,2%
CN(CCCn1ccc(NC(=O)OCc2ccccc2)nc1=O)Cc1ccco1,1%
CCCCn1c(=N)n(CC(O)c2ccccc2)c2ccccc21 (stereo unspecified),4%
CCCn1c(SCC(O)c2ccccc2)nc2ccccc21 (stereo unspecified),0%
CSc1nc2nc(Cl)c(Cl)nc2[nH]1,-9%
CC1CCc2nn(CC(=O)N3CCCCCC3)cc2C1 (stereo unspecified),-1%
COc1ccccc1OCC(=O)Nc1ccccc1C(=O)NCc1cccnc1,-6%
Cc1cccc(C(=O)NNC(=O)CSc2nnc(C(C)C)n2C)c1,6%
O=C(O)/C=C\C(=O)Nc1ccc(N2CCN(c3cccc(Cl)c3)CC2)cc1,12%
COC(=O)c1ccc(S(=O)(=O)N2CCC(C(N)=O)CC2)n1C,-3%
Cc1nn(C)c(C)c1NC(=O)C12CC3CC(CC(C3)C1)C2,4%
CN(C)c1ccc(CNC(=O)c2ccc(NC(=O)N3CCCCc4ccccc43)cc2)cc1,4%
CC1CCCc2sc3nc(SCC(=O)c4ccc(Br)cc4)nc(N)c3c21 (stereo unspecified),?
Cc1ccc(NC(=O)CSc2nc3ccccc3c3nc(CCn4cncc4C)nn23)c(C)c1,4%
COC(=O)CNC(c1ccccc1)c1cc(Br)ccc1NC(=O)c1ccccc1 (stereo unspecified),3%
CCOc1ccc(CNC(=O)C2CCN(C(=O)N3CC(C)Oc4ccccc43)CC2)cc1 (stereo unspecified),6%
CC(=O)Nc1ccc(SCC(=O)Nc2cc(C)on2)cc1,-3%
O=C1CN(S(=O)(=O)c2cccc(Cl)c2Cl)c2ccccc2N1,6%
COc1ccc(C(=O)/C=C/c2cn(CC(O)CN3CCCCCC3)c3ccccc23)cc1OC (stereo unspecified),0%
CN(C(=O)CSc1nc2ccccc2n1CC(=O)NCc1ccc(F)cc1)c1ccc(F)cc1,4%
Cc1onc(-c2ccccc2)c1C(=O)Nc1nnc(CC(C)(C)C)s1,-6%
O=C(OCC(=O)N(Cc1ccccc1)Cc1ccccc1)c1ccccc1NCCO,11%
CCCN1CCN(C(=O)C(NC(=O)c2ccco2)C(C)C)CC1 (stereo unspecified),-9%
CCN1C(=O)C(CC(=O)Nc2ccc(OC)cc2)N(CCc2ccc(OC)cc2)C1=S (stereo unspecified),?
CCC(NC(=O)Nc1cccc(C)c1)c1c(-n2cccc2)sc2c1CCN(C)C2 (stereo unspecified),1%
CC1CCC(NC(=O)c2ccc(COc3ccccc3)o2)CC1 (stereo unspecified),-8%
O=C(CCC(=O)Nc1ccccc1Cl)N/N=C/c1c[nH]c2ccccc12,-5%
O=C(CCc1ccccc1)N(Cc1cccnc1)c1nc2c(F)cc(F)cc2s1,27%

# (continued)
mol,aSyn yeast rescue
CCc1ccccc1NC(=O)CN(c1ccccc1OC)S(=O)(=O)c1ccc(C)cc1,10%
CC1=C(C(=O)OCC2CCCO2)C(c2coc3ccc(Cl)cc3c2=O)C2=C(CCCC2=O)N1 (stereo unspecified),15%
COCCCNc1oc(-c2cccs2)nc1S(=O)(=O)c1ccc(C)cc1,-3%
CC(=O)c1cccc(NC(=O)C2CCCN(c3nnc(-n4cccc4)s3)C2)c1 (stereo unspecified),6%
CC(=O)OC1C=CN(C(C)=O)C(SC(C)(C)C)C1(C)O (stereo unspecified),10%
Cc1ccc(C)c(N2CCN(S(=O)(=O)c3cc4c(cc3C)NC(=O)CO4)CC2)c1,0%
COCCCNS(=O)(=O)c1ccc(N2CCCCS2(=O)=O)cc1,-7%
O=C(O)c1c(C(=O)O)c(-c2ccc(Br)cc2)n2c1CSC2,-2%
CCOC(=O)C1(CCc2ccccc2)CCN(C(=O)CN2C(=O)CSC2=O)CC1,10%
O=C(Nc1cc2c(cc1C(=O)c1ccccc1)OCCO2)c1ccc(Br)cc1,-9%
Cc1ccc(/C=C/c2onc(C)c2S(=O)(=O)N2CCC(C(=O)NCc3ccc(N(C)C)cc3)CC2)cc1,7%
O=C(CC1CC1)Nc1ccc2c(c1)[C@@H]1C[C@H](CC(=O)NC3CCCC3)O[C@@H](CO)[C@@H]1O2,-7%
Cc1ccsc1C(=O)Nc1n[nH]c(C(F)(F)F)n1,6%
COc1ccc(C(=O)Nc2nc3nc(C)c(Cl)c(=O)n3[nH]2)cc1,-6%
COc1ccccc1CNC(=O)C1CCN(S(=O)(=O)c2ccc(-n3cnnn3)cc2)CC1,3%
O=C(NC1CC1)C1CCN(S(=O)(=O)c2ccc(Cl)cc2)CC1,-4%
CCCCNC(=O)c1ccc2c(=O)n(Cc3ccc(OC)cc3)c(=O)[nH]c2c1,3%
CCN(CC(=O)NCc1ccc(Cl)cc1)CC(=O)NC1(C#N)CCCC1,4%
CCOC(=O)c1nc(Nc2ccccc2C)c2ccccc2n1,2%
COc1cccc(CNC(=O)C2CCN(c3nnc(N4CCCC4=O)s3)CC2)c1,-5%
O=C(OCC1CCCO1)c1ccc2c(c1)N(Cc1ccccc1)C(=O)c1ccccc1S2(=O)=O (stereo unspecified),1%

# In the list so far, these have an NH in an aromatic ring.
mol,aSyn yeast rescue
COc1ccc(C(C(=O)Nc2ccc(C(C)C)cc2)N(C)C(=O)c2ccc(=O)[nH]c2)cc1 (stereo unspecified),-3%
COc1ccc(N=C(c2ccccc2)c2c(C)[nH]n(-c3ccccc3)c2=O)c(OC)c1,3%
Cc1nc2nc(SCc3nc4ccccc4[nH]3)[nH]c2cc1Br,-1%
CCN(Cc1cc(=O)n2cc(Cl)c(C)c(Cl)c2n1)Cc1nc2ccccc2c(=O)[nH]1,4%
Cc1ccc2nc(NC(=O)CSc3[nH]c(=O)ncc3C)sc2c1,-1%
COc1cccc(NS(=O)(=O)c2ccc3[nH]cc(C(=O)N(C)C4CCCCC4)c(=O)c3c2)c1,5%
O=c1ccnc(Nc2ccc(Cl)cc2)[nH]1,3%
CSc1nc2nc(Cl)c(Cl)nc2[nH]1,-9%
O=C(CCC(=O)Nc1ccccc1Cl)N/N=C/c1c[nH]c2ccccc12,-5%
Cc1ccsc1C(=O)Nc1n[nH]c(C(F)(F)F)n1,6%
COc1ccc(C(=O)Nc2nc3nc(C)c(Cl)c(=O)n3[nH]2)cc1,-6%
CCCCNC(=O)c1ccc2c(=O)n(Cc3ccc(OC)cc3)c(=O)[nH]c2c1,3%
